Screens (PubChem BioAssay)
D2 PAM – HTS Assay for Positive Allosteric Modulators of the Human D2 Dopamine Receptor: Primary Screen for Potentiators | D(2) dopamine receptor (Homo sapiens), P14416 | 0.34% of 340,000 active | potentiation, % at 10 µM | HEK293 T-REx D2, calcium flux, EC20 dopamine potentiation;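 active means potentiation over 3 SD above the plate norm, cut at about 30% in these data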; further: 0% is about no effect
Target sequence (P14416 whole entry, looked up): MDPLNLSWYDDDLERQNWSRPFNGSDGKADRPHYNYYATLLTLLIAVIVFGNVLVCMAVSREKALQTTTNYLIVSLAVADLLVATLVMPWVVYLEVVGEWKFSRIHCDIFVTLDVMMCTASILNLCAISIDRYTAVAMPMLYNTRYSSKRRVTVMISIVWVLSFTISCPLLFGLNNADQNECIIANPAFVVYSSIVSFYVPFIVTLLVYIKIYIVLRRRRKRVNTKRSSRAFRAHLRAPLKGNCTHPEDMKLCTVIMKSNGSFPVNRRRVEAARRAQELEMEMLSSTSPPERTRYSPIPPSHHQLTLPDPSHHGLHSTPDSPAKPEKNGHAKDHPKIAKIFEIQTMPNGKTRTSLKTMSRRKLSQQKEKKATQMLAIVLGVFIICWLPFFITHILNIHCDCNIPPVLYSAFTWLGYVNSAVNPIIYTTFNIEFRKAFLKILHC
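Using a no-wash calcium dye in inducible, force-coupled HEK293 Trex cells expressing D2, we tracked fluorescence each second for 180 s after compound, then for 180 s after EC20 dopamine to detect augmented signalling.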
D1 antagonist – Antagonist of Human D 1 Dopamine Receptor: qHTS; D(1A) dopamine receptor (Homo sapiens), P21728; HEK293 TREx D1 cells, calcium flux, dopamine EC80; hits give low values; activity change, negative = inhibition, % at 10 µM; 3.2% of 360,000 active; in the data active means activity change below about -30%; further: on the % scale 0 is the no-effect control and ±100 the full control effect
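Tetracycline-induced HEK293 Trex D1 cells, force-coupled to calcium, dye-loaded; compounds added and read 180 s, then EC80 dopamine added and calcium flux tracked kinetically another 180 s.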
D1 agonist – Allosteric Agonists of the Human D1 Dopamine Receptor: qHTS | D(1A) dopamine receptor (Homo sapiens), P21728 | HEK293 T-REx D1 cells, calcium flux, agonist mode | activation, % at 2 µM | 1% of 360,000 active | AID 504660, 2011; in the data active means activation above about 30%; further: 0% is about no effect
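Agonism was scored from calcium flux recorded over 180 s (1 read/s) after pintool compound addition, following a 10-cycle baseline. Cells were inducible force-coupled HEK293 TREx D1, plated overnight at 30 C and loaded with no-wash calcium dye.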
Vif-A3G inh – qHTS for Inhibitors of Vif-A3G Interactions: qHTS; 0.076% of 410,000 active; Potency, µM (highest dose often 46.1 µM), for the others: at the top dose activity, negative = active, actives largely listed as inhibitors; HeLa A3G-eYFP + Vif (tagged APOBEC3G with the HIV-1 protein that degrades it), YFP fluorescence, overnight; DNA dC->dU-editing enzyme APOBEC-3G (Homo sapiens), Q9HC16;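 further: potency means the concentration at half of the fitted maximal effect; on the % scale 0 is the no-effect control and ±100 the full control effect; nearly all actives have a fitted effect of over 60% in size; hits raise eYFP signal because A3G escapes Vif-driven loss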
Target sequence (Q9HC16 whole entry, looked up): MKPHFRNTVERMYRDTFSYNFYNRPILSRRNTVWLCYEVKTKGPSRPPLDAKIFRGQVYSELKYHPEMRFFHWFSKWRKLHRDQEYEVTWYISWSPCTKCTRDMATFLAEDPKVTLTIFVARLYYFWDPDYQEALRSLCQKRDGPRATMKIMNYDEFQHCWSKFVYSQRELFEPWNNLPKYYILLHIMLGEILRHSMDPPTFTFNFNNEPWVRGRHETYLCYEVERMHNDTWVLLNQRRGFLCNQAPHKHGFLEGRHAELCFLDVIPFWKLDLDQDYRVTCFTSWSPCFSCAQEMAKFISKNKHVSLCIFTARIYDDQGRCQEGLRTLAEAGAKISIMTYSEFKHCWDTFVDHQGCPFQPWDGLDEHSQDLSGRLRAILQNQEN
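HeLa cells stably expressing Vif and C-terminally eYFP-tagged A3G, seeded overnight at 37 deg C, then exposed to compound by pintool overnight at 37 deg C. Rise in yellow fluorescence (Ex 488/Em 500-530, Acumen) marks blocked Vif-driven A3G degradation.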
RXFP1 agonist – qHTS Assay for Agonists of the Relaxin Receptor RXFP1; Relaxin receptor 1 (Homo sapiens), Q9HBX9; HEK293T-RXFP1 cAMP TR-FRET, 30 min; response scale: percent of porcine relaxin response, buffer zero; Potency, µM (highest dose often 57.5 µM), inactives show at the highest dose activation, actives largely listed as activators; 0.3% of 370,000 active; AID 2676, 2010; further: potency means the concentration at half of the fitted maximal effect; on the % scale 0 is the no-effect control and ±100 the full control effect; nearly all actives have a fitted effect of over 60% in size; many of its hits are not listed in these tables
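Agonist response is measured as cAMP accumulation in an RXFP1-transfected HEK293T line under PDE4 inhibition. Values are scaled between buffer-only and 29 nM porcine relaxin, and EC50s come from standard Hill equation fits.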
LDHA block – qHTS assay for inhibitors of human lactate dehydrogenase | activity change, % (values are at about 110 or 230 µM) | 0.15% of 480,000 active | purified LDHA, NADH/diaphorase-resazurin fluorescence; hits give low values | AID 1347041, 2019 | L-lactate dehydrogenase A chain (Homo sapiens), P00338; in the data active means activity change below about -30%; inconclusive means mostly about -25% to -30%;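 further: plate controls were DMSO wells for no effect and wells without enzyme for full effect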
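Human LDH5 (2 nM) was incubated with 0.06 mM NADH and 0.2 mM pyruvate for 5 min at room temperature in Tris pH 7.4. Remaining NADH was coupled through diaphorase/resazurin, and resorufin fluorescence was read at 0 and 20 min.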
Vif-A3F inh – qHTS for Inhibitors of Vif-A3F Interactions: qHTS | HeLa A3F-eYFP + Vif (tagged APOBEC3F with the HIV-1 protein that degrades it), YFP fluorescence increase | Potency, µM (doses to about 46.1 µM), for the others: at the highest dose activity, negative = active | 0.2% of 390,000 active | AID 602313, 2012; further: potency means the concentration at half of the fitted maximal effect; % of control where 0% means no effect; nearly all actives have a fitted effect of over 65% in size
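HeLa cells stably expressing A3F-eYFP plus Vif, plated and incubated overnight at 37 deg C, then exposed to compounds overnight at 37 deg C. Blocked degradation read as raised yellow fluorescence (Ex 488/Em 500-530).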
D1 potentiator – Potentiators of Human D1 Dopamine Receptor: qHTS; 0.036% of 360,000 active; HEK293 TREx D1 cells, calcium flux, dopamine EC20 potentiation; D(1A) dopamine receptor (Homo sapiens), P21728; AID 504651, 2011; potentiation, % at 10 µM; in the data active means potentiation above about 30%; further: 0% is about no effect
Glioma ERSR ind – qHTS for Inducers of the Endoplasmic Reticulum Stress Response (ERSR) in Human Glioma: qHTS. U87-MG GRP78 promoter luciferase reporter, 16 h. Potency, µM, inactives show top-dose activation, hits mostly activators. 0.02% of 420,000 active. AID 602332, 2012; further: potency means the concentration at half of the fitted maximal effect; series mostly up to about 76 µM; % of control where 0% means no effect; nearly all actives have a fitted effect of over 35% in size
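Stably transfected U87-MG human glioma cells carrying a GRP78-based luminescent sensor were seeded at 1000 cells/well, pin-dosed with compounds and incubated 16 h. Luciferase reagent was then added, and end-point luminescence was read after 10 min at room temperature.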
* marks the source's active call; other numbers are inactive results; ? = inconclusive; nt = not tested or not shown; & = joins results of further samples. Unless noted, the call rests on the fitted dose curve; in most records, active means well fitted curve in the direction sought with a large enough effect; inconclusive means small, poorly fitted or top-dose-only effect, or another doubt; inactive means no such curve, though single readings can be large; an effect the other way counts as inactive or inconclusive. Not all compounds are listed; the hit share may differ from the screen's.

SMILES	D2 PAM	D1 antagonist	D1 agonist	Vif-A3G inh	RXFP1 agonist	LDHA block	Vif-A3F inh	D1 potentiator	Glioma ERSR ind
CCOc1ccccc1NS(=O)(=O)c1cc2c3c(c1)CC(=O)N3CCC2	4	-4	6	-7%	-3.4%	-9	-1%	-4	-5%
CN1CCN(C(=O)c2ccc3c(c2)N(Cc2ccc(F)cc2)C(=O)c2ccccc2S3(=O)=O)CC1	-22	21	0	-5%	0.7%	2	4%	0	1%
CN(C)NC(=S)NC(=O)C12CC3CC(CC(C3)C1)C2	1	2	-3	6%	0.1%	-7	-12%	2	-2%
CC1=C(C(=O)O)N2C(=O)C(NC(=O)c3ccn(C)n3)C2SC1 (stereo not drawn)	-8	3	3	1%	4.6%	-6	-3%	-4	-2%
CCOC(=O)c1ccc(N2C(=O)Cc3ccccc3C2=O)cc1	5	-11	10	1%	0.2%	-1	10%	nt	-5%
Nc1ccc(N2CCN(C(=O)c3ccco3)CC2)cc1	9	-11	1	7%	-2.9%	24&22	4%	0	0%
O=C(c1cc([N+](=O)[O-])ccc1N1CCCCC1)N1CCc2ccccc21	14	-7	2	?	2.7%	1	2%	-4	-6%
CC1(C)CNC(=O)c2sc(N3CCCCC3)nc2C1	10	-4	1	-1%	1.5%	3	5%	-2	5%
COc1c(Cl)cccc1-c1cn2ccc(C)cc2n1	-15	6	0	-2%	1.6%	-5	4%	-9	-8%
COc1ccc(Cl)cc1NC(=O)CSc1nc(=O)n(CCN(C)C)c2c1CCCC2	-5	6	6	3%	0.2%	-3	-6%	-9	-5%
Cc1ccccc1C(=O)NN1CC(C(=O)OCc2ccc(Cl)c(Cl)c2)CC1=O (stereo not drawn)	-10	-9	12	-18%	-0.3%	3	2%	0	-2%
CCN1CCN(c2ccc(S(=O)(=O)N3CCOCC3)cc2NC(=O)c2ccccc2SC)CC1	-6	4	4	-3%	4.4%	-6	2%	-5	-4%
Cn1cnnc1SCC(=O)N1N=C(c2ccc(Cl)cc2)CC1c1ccco1 (stereo not drawn)	11	-4	3	-4%	2.8%	-3	-1%	-2	-6%
O=C(CSc1nc2ccccc2n1CCc1ccccc1)NC1CCS(=O)(=O)C1 (stereo not drawn)	-3	-4	0	-6%	2.2%	1	10%	1	0%
CCN1C(=O)c2ccccc2S(=O)(=O)c2ccc(C(=O)NC(C)C)cc21	-2	-25	0	2%	-3.2%	-6	2%	-12	0%
Cc1cc(C(=O)OCC(=O)NC(C)(C)C)c2ccccc2n1	12	4	5	2%	0.1%	-3&-13	1%	4	-3%
O=C(c1ccco1)N1CCN(c2nc(C(F)(F)F)nc3c2nnn3Cc2ccccc2)CC1	11	22	2	1%	1.3%	4	-2%	4	-2%
CCOc1ccc(OCCC(=O)OCC(=O)Nc2cccc(S(=O)(=O)N3CCCCC3)c2)cc1	nt	nt	nt	-1%	nt	1	1%	nt	-4%
Cc1ccc(N2CC(C(=O)N/N=C/c3sccc3C)CC2=O)cc1 (stereo not drawn)	-7	15	2	-9%	3.8%	0	2%	0	-10%
O=C(c1nn2c(C(F)(F)F)cc(-c3ccc(F)cc3)nc2c1Cl)N1CCOCC1	3	7	0	1%	3.6%	-4	0%	2	0%
CCNc1nc(NCC)n2c(SCC(=O)Nc3cccc(Cl)c3)nnc2n1	12	-1	0	1%	-1.0%	0	-10%	5	-5%
COc1ccccc1CNC(=O)CN(c1ccc(C)cc1)S(=O)(=O)c1c(C)nn(C)c1C	nt	-5	6	2%	-0.3%	-5	0%	-8	-6%
Cc1ccc(S(=O)(=O)CC(=O)N2CCCC2)cc1	-6	-10	-1	-1%	1.9%	0	4%	4	-5%
CC(=O)c1ccc(NC(=O)C2CC(=O)Nc3nc4ccccc4n32)cc1 (stereo not drawn)	-6	-16	1	0%	-2.4%	-6	-18%	-7	-2%
CNS(=O)(=O)c1cccc(C(=O)OCC(=O)c2cc(C)n(-c3ccc4c(c3)OCO4)c2C)c1	-4	-39*	3	1%	1.1%	3	-12%	-11	3%
Carrying on:
SMILES	D2 PAM	D1 antagonist	D1 agonist	Vif-A3G inh	RXFP1 agonist	LDHA block	Vif-A3F inh	D1 potentiator	Glioma ERSR ind
Cc1cccc(C)c1NC(=O)c1c[nH]c2ccccc12	10	-48*	0	-37%	-1.3%	-4	1%	-11	1%
COC(=O)C1=C(C)C(c2ccc(OC)cc2)NC(=S)N1 (stereo not drawn)	-8	12	1	0%	0.5%	-10	-9%	-3	-2%
CCn1ccnc1CN(C)Cc1nc(Cc2cccc(C(F)(F)F)c2)no1	3	-3	8	4%	4.1%	1	0%	-6	1%
Cc1cc(NC(=O)NC2CCCN2S(=O)(=O)c2ccc(Cl)cc2)no1 (stereo not drawn)	3	-2	2	-1%	0.3%	-3	-3%	2	-1%
O=C(Nc1nncs1)c1cccc(S(=O)(=O)N2CCCC2)c1	4	13	2	0%	1.4%	-4	2%	-4	-1%
O=C(C1=C[C@H](c2csc3ccccc23)C[C@H](OCc2ccc(CO)cc2)O1)N1CCOCC1	5	8	-1	-1%	0.7%	0	9%	-4	-2%
Cc1ccc(C(=O)COC(=O)[C@@H](NC(=O)c2ccco2)C(C)C)s1	nt	nt	nt	1%	nt	-5	0%	nt	4%
CN1CCN(C(=O)/C(=C\c2ccccc2)c2ccccc2)CC1	-8	0	2	1%	-0.2%	-2	1%	5	-5%
CCOc1ccccc1NC(=O)C(=O)N/N=C/c1cc(Br)ccc1O	-9	21	5	-7%	-0.7%	-7	-5%	4	-2%
Cc1ccc(Cl)cc1NC(=O)COc1ccccc1	12	5	-4	-1%	0.6%	-5	0%	-5	-1%
Cn1nc(NC(=O)CC23CC4CC(CC(C4)C2)C3)c2c(F)cccc21	2	9	2	3%	6.6%	-5	2%	1	3%
COc1ccccc1OCCCCN1CCCCC1	-19	-16	6	1%	1.6%	-15	-2%	-4	-1%
CC(C)[C@H](NS(=O)(=O)c1cccc(C(F)(F)F)c1)C(=O)OCC(=O)NC(=O)NCc1ccco1	nt	nt	nt	-3%	nt	-1	6%	nt	-2%
CCNC(=S)Nc1ccc(C)c(Cl)c1	-3	-1	1	-8%	-1.3%	-6	1%	-3	-3%
CCOC(=O)c1sc(NC(=O)c2ccco2)c(C#N)c1C	5	-3	7	0%	0.9%	-3	10%	-8	0%
COc1ccc2[nH]c(C(=O)NCCCN3CCCC3=O)c(C)c2c1	-11	-16	1	3%	0.9%	-3	2%	1	-2%
Clc1ccc2nc(N3CCCCC3)[nH]c2c1	-8	-13	5	0%	-0.3%	-2	-4%	0	-2%
CCOc1ccc(-c2csc(NC(=O)CSC3=NC(=O)CN3C(C)=O)n2)c2ccccc12	0	15	-1	4%	-2.5%	-4	6%	3	0%
O=C(CSc1nnc(-c2ccncc2)n1-c1ccccc1)NCC1CCCO1 (stereo not drawn)	-5	-51*	3	-8%	-0.5%	-3	-15%	-8	-3%
COc1ccc(-c2ccc3c(c2)[C@@H]2C[C@H](N(C)S(=O)(=O)c4ccccc4)[C@H]([C@H](C)O)C(=O)N2CC3)cc1	nt	nt	nt	1%	nt	-2	6%	nt	-4%
CCOC(=O)N1CCC(Nc2c(-c3ccc(C)c(C)c3)c(=O)c2=O)CC1	-18	4	2	-1%	0.8%	3	nt	-7	-4%
COc1ccccc1NCc1nnc(-c2ccccc2)o1	10	6	3	0%	0.1%	0	5%	-3	6%
Cc1ccc(S(=O)(=O)N2CCN(C(=O)N3CCCC3)CC2)cc1	nt	5	4	5%	0.7%	-4	8%	3	-1%
Cc1cccn2c(=O)c(C(=O)NCc3cccc(F)c3)cnc12	6	11	-1	-5%	-0.7%	1	-3%	0	-1%
COc1ccc(-c2csc3nc(C)n(-n4cccc4)c(=O)c23)cc1	-1	15	0	-6%	0.3%	-5	0%	-11	-1%
The list continues:
SMILES	D2 PAM	D1 antagonist	D1 agonist	Vif-A3G inh	RXFP1 agonist	LDHA block	Vif-A3F inh	D1 potentiator	Glioma ERSR ind
CCOc1[nH]n(-c2ccc(Cl)cc2)c(=O)c1C=Nc1ccc(Cl)cc1	10	-9	5	3%	0.7%	-1	0%	-4	-5%
CCN(CC)S(=O)(=O)c1ccc(-c2nnc(SCc3nnc(-c4ccc(C)cc4)o3)n2CC)cc1	3	7	2	0%	1.4%	0	-5%	-5	0%
Clc1ccc(SCCn2cncn2)cc1	-2	4	0	0%	1.8%	-9	nt	0	-2%
CS(=O)(=O)N(CC(=O)NCC1CCCO1)c1cc(Cl)ccc1Cl (stereo not drawn)	6	34	1	-2%	1.5%	-8	-3%	-6	-1%
Nc1nnn(CC(=O)N/N=C/c2ccccc2Cl)n1	-20	5	0	-3%	0.9%	-9	2%	-3	-8%
Cc1ccc(-n2c(Cc3cccn3C)nnc2SCC(N)=O)cc1	5	-21	3	0%	0.5%	-1	-1%	-2	2%
Cc1c(C(=O)CN2CCN(c3ccccc3)CC2)c2ccccc2n1C	2	3	5	0%	-1.0%	-1	-6%	-6	-3%
CCOc1cc(/C=C2\C(=O)N(c3cccc(C(F)(F)F)c3)C(=O)c3ccccc32)ccc1O	0	7	-1	0%	1.2%	4	-4%	-2	-3%
CCOC(=O)N1CCC(N2Cc3cccc(C(=O)NCc4ccccc4OC)c3C2=O)CC1	-10	12	-1	0%	2.0%	-3	-1%	-8	2%
